KKLEB cytotox: cytotoxicity in KKLEB CF airway cells, primary screen, cytotoxicity control for CF NF-kB inhibitor project, cell-based, uHTS, fluorescence assay plates | KKLEB CF airway cells viability, ATPlite luminescence, overnight; stronger effect = lower value; cells stimulated with P. aeruginosa culture filtrate | activity change (cytotoxicity), % at 5 µM | actives 0.36% (n = 360,000) | AID 602141, 2011;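 active means corrected activity change at or below -50% at 5 µM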
TWEAK-Fn14 inh: inhibitors of TWEAK-Fn14 signaling, primary screen, luciferase reporter cells, uHTS | actives 2% (n = 360,000) | AID 1159606, 2016 | TWEAK-stimulated Fn14 reporter cells, luciferase luminescence, 8 h | inhibition, % at 10 µM; in the data active means inhibition above about 50%
LRH-1 inv ag: LRH-1 (NR5A2) inverse agonists, primary screen, cell-based, luminescence, HEK293T, StAR-luciferase reporter. LRH-1 transfected, 24 h. inhibition, % at 3.6 µM. actives 0.13% (n = 360,000). AID 602396, 2012;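 active means inhibition above the mean inhibition of all tested compounds plus 3 SD, cut at about 73% in these data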;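 further: 0% = DMSO wells and 100% = reporter-only cells lacking LRH-1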
LMP1 NFkB inh: EBV LMP1-driven NF-kappaB luciferase reporter inhibitors, primary screen, cell-based, luminescence, single point; LMP1-induced NF-kappaB luciferase reporter cells; AID 504558, 2011; inhibition, % at 12.5 µM; actives 0.69% (n = 350,000); in the data active means inhibition above about 41%;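 further: 0% = neutral control wells and 100% = reference inhibitor control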
TRAIL sens C8: viability loss with TRAIL in NB7+C8 cells, primary screen, TRAIL sensitizer project, cell-based, ATPlite luminescence | inhibition (viability loss, TRAIL sensitization), % at 10 µM | actives 1% (n = 360,000);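 active means compounds causing at least 50% loss of cell viability in the single-dose screen, relative to plate controls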
CF NFkB inh: inhibitors of PAF-induced NF-kB signaling, primary screen, cell-based, GFP fluorescence, uHTS. actives 0.86% (n = 360,000). AID 588850, 2011. KKLEB NF-kB-GFP reporter, GFP fluorescence overnight. inhibition, % at 5 µM;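 active means at least 50% inhibition at 5 µM, scaled per plate between neutral and stimulator controls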;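 further: PAF is a Pseudomonas aeruginosa culture filtrate used as stimulus; plate controls were PAF-stimulated DMSO wells for no effect and unstimulated DMSO wells for full effect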
NCOA3 inh: SRC3 coactivator transcriptional activity inhibitors, primary screen, cell-based, luminescence | Nuclear receptor coactivator 3 (Homo sapiens), Q9Y6Q9 | HEK293 GAL4-SRC3 luciferase reporter | inhibition, % at 3.6 µM | actives 0.17% (n = 360,000) | AID 588352, 2011;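 active means inhibition above a per-campaign cutoff, the mean of all compounds plus 3 SD, cut at about 60% in these data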;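 further: 0% = DMSO-treated cells and 100% = gossypol-treated cells at 36 µM; higher means less SRC3-driven luciferase light from the GAL4 reporter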
Shn3 3UTR inh: reduction of Shn3 3'UTR firefly luciferase signal, primary screen, Schnurri-3 inhibitor project, cell-based, Clone20 osteoblasts, set 2 | Clone20 osteoblast Shn3 3'UTR firefly luciferase, 24 h | inhibition, % at 12.5 µM | actives 0.52% (n = 360,000) | AID 588674, 2011;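 active means mean inhibition of at least 75% with every replicate also reaching 75%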;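 further: 0% = median of neutral control wells and 100% = pilot-screen positive control compound; some compounds past the cut are filed as inactive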
TROY signal inh: inhibitors of TROY-driven NF-kB signaling, primary screen, Q293 LMP1-TROYcd cells, NF-kB luciferase, uHTS. Q293 LMP1-TROYcd NF-kB luciferase reporter, 4 h. inhibition, % at 10 µM. actives 0.98% (n = 360,000). AID 1347056, 2019;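 active means compounds whose plate-normalised and pattern-corrected inhibition of the luciferase reporter signal at the single screening dose is 50% or more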
NCOA1 inh: SRC1 coactivator transcriptional activity inhibitors, primary screen, cell-based, luminescence; HEK293 GAL4-SRC1 luciferase reporter; AID 588354, 2011; actives 0.12% (n = 360,000); inhibition, % at 3.6 µM; Nuclear receptor coactivator 1 (Homo sapiens), Q15788;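 active means inhibition above the campaign mean plus 3 SD, with each screening campaign given its own cutoff, cut at about 60% in these data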;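 further: 0% = DMSO treated cells and 100% = gossypol at 36 µM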
Target sequence (Q15788 whole entry, looked up, the tested form may be a part): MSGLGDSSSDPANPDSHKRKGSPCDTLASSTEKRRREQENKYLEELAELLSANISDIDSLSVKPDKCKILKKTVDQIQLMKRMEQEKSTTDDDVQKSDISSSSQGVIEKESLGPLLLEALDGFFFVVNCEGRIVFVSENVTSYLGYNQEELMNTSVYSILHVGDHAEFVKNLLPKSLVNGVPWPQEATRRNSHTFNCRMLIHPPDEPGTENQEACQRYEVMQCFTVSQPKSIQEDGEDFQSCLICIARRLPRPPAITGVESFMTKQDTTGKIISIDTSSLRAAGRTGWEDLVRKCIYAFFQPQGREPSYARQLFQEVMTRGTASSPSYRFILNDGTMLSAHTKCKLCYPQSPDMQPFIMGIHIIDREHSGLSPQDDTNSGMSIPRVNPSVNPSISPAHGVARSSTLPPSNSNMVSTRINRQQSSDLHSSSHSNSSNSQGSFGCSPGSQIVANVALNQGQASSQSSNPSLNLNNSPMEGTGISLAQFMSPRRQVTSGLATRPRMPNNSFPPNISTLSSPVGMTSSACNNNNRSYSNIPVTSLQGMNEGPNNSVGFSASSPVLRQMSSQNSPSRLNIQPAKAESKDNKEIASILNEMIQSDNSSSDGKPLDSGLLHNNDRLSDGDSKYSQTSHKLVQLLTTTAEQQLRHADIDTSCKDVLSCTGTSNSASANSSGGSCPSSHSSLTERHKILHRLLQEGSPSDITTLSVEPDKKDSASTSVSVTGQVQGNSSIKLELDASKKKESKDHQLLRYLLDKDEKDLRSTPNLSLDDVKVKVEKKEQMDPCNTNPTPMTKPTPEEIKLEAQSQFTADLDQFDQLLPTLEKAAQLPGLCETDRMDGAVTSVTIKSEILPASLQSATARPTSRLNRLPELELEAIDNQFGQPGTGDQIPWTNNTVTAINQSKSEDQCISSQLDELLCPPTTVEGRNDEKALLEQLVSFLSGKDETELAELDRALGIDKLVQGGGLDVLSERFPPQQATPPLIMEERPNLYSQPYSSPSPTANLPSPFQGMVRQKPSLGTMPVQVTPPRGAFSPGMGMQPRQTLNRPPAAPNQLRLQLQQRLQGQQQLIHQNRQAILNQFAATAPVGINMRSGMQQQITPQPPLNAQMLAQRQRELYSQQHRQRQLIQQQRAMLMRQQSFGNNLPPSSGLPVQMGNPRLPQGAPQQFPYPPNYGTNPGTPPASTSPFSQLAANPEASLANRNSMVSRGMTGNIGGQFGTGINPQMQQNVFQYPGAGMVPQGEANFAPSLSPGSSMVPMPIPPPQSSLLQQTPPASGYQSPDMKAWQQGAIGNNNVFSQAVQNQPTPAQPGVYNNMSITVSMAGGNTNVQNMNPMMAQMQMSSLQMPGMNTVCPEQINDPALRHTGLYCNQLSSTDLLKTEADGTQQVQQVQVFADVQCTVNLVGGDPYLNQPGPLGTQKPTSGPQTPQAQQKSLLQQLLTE
COUP-TFII inh: NR2F2 transcriptional activity inhibitors, primary screen, cell-based, luciferase reporter, HEK293T, luminescence; COUP transcription factor 2 (Homo sapiens), P24468; HEK293T NGFI-A luciferase reporter; inhibition, % at 8.6 µM; actives 0.7% (n = 370,000); AID 686940, 2013;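 active means inhibition above a per-plate cutoff, mean inhibition of test wells between control levels plus 3 SD, cut at about 38% in these data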;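 further: cells cotransfected with COUP-TFII expression vector driving the NGFI-A reporter; 0% = median of COUP-TF2 test wells and 100% = reporter-only cells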
Numbers without * were called inactive; nt = not tested or not shown. An excerpt (hit frequency here may not be typical).

SMILES	KKLEB cytotox	TWEAK-Fn14 inh	LRH-1 inv ag	LMP1 NFkB inh	TRAIL sens C8	CF NFkB inh	NCOA3 inh	Shn3 3UTR inh	TROY signal inh	NCOA1 inh	COUP-TFII inh
O=C(NCC(=O)N1CCN(C(=O)c2ccco2)CC1)c1ccc(Cl)cc1	-20	-2	-10	2	12	26	6	-8	19	-18	6
O=C(CSc1nc2ccccc2c(=O)n1-c1ccccc1)N1CCN(CCO)CC1	1	-1	1	-1	-13	2	-14	1	1	-23	2
O=C(Nc1ccc(Cl)c(C(F)(F)F)c1)C(=O)N1CCCCC1	-3	-22	-37	-10	-1	9	-13	-50	-59	-14	-22
CCn1nc(NS(=O)(=O)c2ccc([N+](=O)[O-])cc2)c2cc3ccc(C)cc3nc21	-5	-13	-5	6	-11	6	1	0	-6	3	8
COc1cc(C(=O)O)c2c(c1C)OC(=O)c1c(C)cc(O)c(C=O)c1O2	-2	-1	2	0	-5	-23	-3	14	2	-44	10
COCCCNC(=O)/C(C#N)=C/c1ccc(F)cc1	7	-22	-7	2	-14	7	7	-6	-5	7	-3
CC(=O)Nc1ccc(Nc2cc(C)nc3c(-c4ccccc4)c(C)nn23)cc1	4	6	8	-13	21	1	0	-13	-5	6	-3
Cc1cccc(N2CCN(S(=O)(=O)c3c(C)noc3/C=C/N(C)C)CC2)c1C	-6	2	-14	9	-5	23	10	8	29	-17	-13
Cc1cccc(NC(=O)CSc2nnc([C@@H](N)Cc3ccccc3)o2)c1C	0	3	10	2	0	14	13	-28	-3	-16	4
COc1cc(C2C3=C(CC(C)(C)CC3=O)OC(N)=C2[N+](=O)[O-])ccc1O (stereo not given)	1	15	5	4	-2	2	9	3	7	4	9
Cc1cccc(C)c1NC(=O)N1CC=CCC1	-2	6	9	4	-2	-3	-18	-7	-2	-16	9
Cc1c(C)n2c(SCC(=O)N3CCC(C)CC3)nnc2[nH]c1=O	7	0	7	7	-2	2	-21	-23	-21	-11	1
Cc1cc(C)c2cc(C)c(SCC(=O)NCc3ccco3)nc2c1	1	5	2	-4	-2	-12	9	4	18	-2	5
CN(C)c1ccc(NC(=O)CN2CCC(O)(c3ccccc3)CC2)cc1	-3	3	3	-4	-1	6	-5	17	-21	3	3
O=C(COc1ccc(Br)cc1Cl)N1CCN(c2ncccn2)CC1	4	-15	3	3	-8	20	-9	-20	11	-2	23
O=C(c1ccco1)N1CCN(Cc2nnc(-c3ccccc3)o2)CC1	7	8	19	-6	-12	-4	-8	-3	-8	-3	-11
O=C1CSC(c2ccc(Cl)cc2Cl)N1c1ccccn1 (stereo not given)	-2	-10	4	-18	-1	9	13	4	7	-65	-4
CCOC(=O)c1cc(-c2ccc(/C=N\n3cnnc3)o2)ccc1Cl	-11	19	-2	-6	-17	-12	-22	4	-1	7	-4
CC(=O)NC(c1ccc(C)cc1)c1cc(Cl)c2cccnc2c1O (stereo not given)	3	12	-6	29	6	-13	34	87*	18	28	10
O=C(O)CCc1nc2cccnc2n1Cc1ccccc1	5	1	-23	5	38	-16	-14	8	23	1	6
O=C(Cn1c(=O)n(-c2ccc(F)cc2)c(=O)c2sccc21)NC1CCCCC1	10	-1	-7	-4	6	-6	0	-25	9	-7	4
COc1ccc(CNC(=O)CNC(=O)c2ccc(C(C)(C)C)cc2)cc1OC	6	-1	21	4	16	-27	13	-5	-8	-14	-24
O=C(Cc1c(F)cccc1Cl)NNC(=O)c1ccc(Br)s1	1	-4	2	3	-17	-20	12	5	5	-58	-3
O=C(NCc1nnc(SCc2ccc(C(F)(F)F)cc2)n1-c1ccccc1)C12CC3CC(CC(C3)C1)C2	19	25	11	7	-9	-7	3	30	24	3	3
CCn1ncc(S(=O)(=O)Nc2cc(Cl)ccc2C)c1C	-13	-12	1	-2	5	18	11	2	4	15	7
COc1cccc(OC)c1OCCCCn1cnc2ccccc2c1=O	-6	-9	-4	-11	13	-7	-9	-6	12	0	11
CC(=O)c1cccc(NC(=O)c2ccc(-n3cncn3)c3ccoc23)c1	-8	-51	-32	nt	-4	1	-40	-29	-38	-33	-51
COc1ccc(-c2nc(-c3cccc(C)c3)nc(N3CCN(C)CC3)c2C#N)cc1	-8	9	15	15	5	31	16	13	11	-3	21
NCCSSCCN	9	20	6	-5	-17	-8	-4	10	-12	9	-19
CCOC(=O)C(=CNc1ccc2c(c1)c1ccccc1n2CC)C(=O)OCC	-5	-37	-1	0	-20	8	15	14	29	-10	6
COc1ccc(N2C(=O)[C@H]3[C@@H](C2=O)C2c4ccccc4C=NN2[C@H]3C(=O)C(C)(C)C)cc1 (stereo not given in full)	4	5	0	1	22	-4	0	-3	-10	13	18
COC(=O)N/N=C/c1cn(CCCOc2ccccc2)c2ccccc12	3	-9	-53	-2	-12	7	0	-2	3	2	-8
Cn1c(NC(=O)c2cc(-c3ccc4c(c3)OCO4)nc3ccccc23)cc(=O)n(C)c1=O	-6	-32	-15	-8	38	-17	-21	-33	-39	-29	-32
CCC1(c2ccccc2)NC(=O)N(CC(=O)NCC2COc3ccccc3O2)C1=O (stereo not given)	20	29	1	-5	-8	-14	7	10	9	4	-4
Cc1cc(NC(=O)C(C)SCC(=O)Nc2ccccc2N2CCCCC2)no1 (stereo not given)	9	-23	-17	4	0	-8	12	-1	3	-17	13
COc1ccc(CN2C(=O)c3cccnc3C2=O)cc1S(=O)(=O)N1CCCCC1C (stereo not given)	7	-13	14	nt	3	-8	0	-5	5	-13	-8
Cc1ccc(-n2c(O)c(C=NC3CCS(=O)(=O)C3)c3ccccc3c2=O)c(C)c1 (stereo not given)	0	-2	25	8	6	7	17	17	11	-2	8
COc1ccc(N/N=C(/Oc2ccc([N+](=O)[O-])cc2)C(C)=O)cc1	1	0	2	0	-11	3	-2	10	1	-9	10
CCOC(=O)C1(Cc2ccc(OC)cc2)CCN(C(=O)CN2CCOC2=O)CC1	-1	-25	1	-5	-1	10	17	-20	-23	-14	3
CCN(CC(=O)Nc1c(F)cccc1F)C(=O)c1ccc(N2CCOCC2)c([N+](=O)[O-])c1	-6	6	1	5	10	-4	0	-4	12	-42	4

Next section, starting with the last 3 of the part before.
SMILES	KKLEB cytotox	TWEAK-Fn14 inh	LRH-1 inv ag	LMP1 NFkB inh	TRAIL sens C8	CF NFkB inh	NCOA3 inh	Shn3 3UTR inh	TROY signal inh	NCOA1 inh	COUP-TFII inh
COc1ccc(N/N=C(/Oc2ccc([N+](=O)[O-])cc2)C(C)=O)cc1	1	0	2	0	-11	3	-2	10	1	-9	10
CCOC(=O)C1(Cc2ccc(OC)cc2)CCN(C(=O)CN2CCOC2=O)CC1	-1	-25	1	-5	-1	10	17	-20	-23	-14	3
CCN(CC(=O)Nc1c(F)cccc1F)C(=O)c1ccc(N2CCOCC2)c([N+](=O)[O-])c1	-6	6	1	5	10	-4	0	-4	12	-42	4
CCOc1cccc(C(=O)Nc2ccc3c(c2)OCCO3)c1	-3	32	-147	10	59*	-4	-74	-66	8	-103	-32
COc1cc(C(=S)N2CCOCC2)cc(OC)c1OC(=O)Cc1ccc(F)cc1	5	-17	14	7	-2	-3	16	1	16	-16	-16
COc1ccc(C(=O)N2CCN(c3ccc(NC(=O)c4ccco4)cc3)CC2)cc1	2	-1	3	10	-5	4	14	24	7	-8	4
CCC(=O)N1CCN(c2ccccc2NC(=O)COc2ccc(C(C)C)cc2)CC1	-16	-2	10	-9	5	-3	-1	21	4	0	-3
Cc1ccc(Cl)cc1N1CCN(C(=O)Cc2csc(Nc3nc(=S)[nH]c4ccccc34)n2)CC1	-12	38	3	-50	-1	12	1	16	3	-5	4
COc1ccc(CC(CC(=O)O)C(=O)Nc2ccc(Cl)c(Cl)c2)cc1 (stereo not given)	-1	9	8	4	-5	13	-9	7	-10	14	-6
Cc1cc(C)n(CC(=O)NC2C(=O)N3C(C(=O)O)=C(CSc4nnc(C)s4)CSC23)n1 (stereo not given)	-4	-3	0	-7	-9	9	2	-12	-6	13	-8
O=C1C2C(c3ccccc3)CC=CC2[C@H](c2ccoc2)N1Cc1ccccc1 (stereo not given in full)	17	0	30	7	9	8	1	-4	7	-4	18
CCOC(=O)c1c(C)[nH]c(C(=O)/C(C#N)=C/c2ccc(OC)c(OC)c2)c1C	6	-13	-5	0	2	5	12	7	34	21	-4
Cc1ccc(NC(=O)CCCc2ccccc2)nc1	2	5	-89	-16	6	9	-57	-36	-76	-39	-34
CCCCCC(=O)N1C[C@H](O)[C@@H](n2cc(COC(=O)c3ccccc3)nn2)C[C@@H]1c1ccc(OC)cc1	9	-16	14	2	-3	5	-7	-26	5	4	-9
CCN1CCN(c2ccc(S(=O)(=O)N3CCOCC3)cc2NC(=O)/C=C/c2cccc(OC)c2OC)CC1	-22	-9	-16	-2	4	10	10	6	-2	-3	-4
CCOc1ccc(Br)cc1S(=O)(=O)Nc1cccc(S(=O)(=O)Nc2ccccc2C(=O)O)c1	-4	9	0	3	0	-8	9	-5	5	0	-6
O=C(N/N=C/c1ccccn1)c1cc(-c2ccc3ccccc3c2)n[nH]1	-3	0	-135	3	21	-4	-13	-31	-25	-88	-56
Cc1ccc2oc(=O)c(/C=C(\O)C(C)(C)C)nc2c1	1	8	-7	-2	-10	-14	-6	-10	0	-16	-7
CN1CCN(C(=O)c2ccc(-c3ccc(Br)cc3)o2)CC1	-15	-10	-67	-13	25	1	-60	-39	-59	-67	-29
O=C(NCCc1ccccc1)C1CC(=O)N(C2CCCCC2)C1 (stereo not given)	8	-12	-10	-2	-6	-24	-5	2	3	-3	-8
COc1ccc(CNc2nc3ccccc3n2C(C)C)c(O)c1	-3	-4	1	3	1	2	2	17	-4	-1	-6
O=C(Nc1ccccc1C(F)(F)F)c1ncn[nH]1	14	9	4	-3	5	-15	-8	10	-19	5	4
O=C(CSc1nccn(-c2ccc(Br)cc2)c1=O)NC1CCCC1	2	-11	7	2	3	14	-21	7	-4	-1	-13
COc1cc(/C(C)=N/NC(=O)CN2CCN(S(=O)(=O)c3ccc(C)cc3)CC2)ccc1O	-14	2	15	2	5	-17	-6	11	-9	-7	2
C#CCn1c(=NC(=O)c2cccs2)sc2cccc(OC)c21	-1	-12	-6	4	15	1	-25	-42	-50	-14	-1
CN(C)C1N(C(=O)c2ccccc2)N=C2c3ccccc3S(=O)(=O)N21 (stereo not given)	-1	7	-4	2	0	8	-13	-8	-8	-3	-6

Screening results: PubChem, several laboratories
